GRP78 ERSR act: ER stress response induction in glioma; U87-MG GRP78 promoter luciferase reporter, 16 h; Potency, µM, for inactives: at the top dose activation, hits mostly activators; actives 0.02% (n = 420,000); AID 602332; active = well fitted activation curve with a large enough effect; inconclusive = small, poorly fitted or top-dose-only effect; inactive = no such curve, though single readings can be large or run the other way; also: series mostly up to about 76 µM; % of control where 0% means no effect; nearly all actives have a fitted effect of over 35% in size
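Stably transfected U87-MG glioma cells carrying a GRP78-based luciferase sensor; 16 h compound incubation. Luminescence end-point read 10 min after Bright-Glo addition at room temperature.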
An asterisk follows results filed as active; ? = inconclusive; & = joins results of further samples. Potency is read from the fitted curve at half-maximal effect. These rows are one share of the data (hit frequency here may not be typical).

GRP78 ERSR act	molecule
2%	COc1ccccc1-c1cc(=O)c2cc(O)ccc2o1
-1%	CN1CCN(c2ncncc2-c2ccccc2Cl)CC1
-4%	c1cncc(CNc2ncncc2-c2ccoc2)c1
-3%	COc1cc(=O)n2c(c1C(=O)N(C)Cc1nonc1C)CCN(Cc1cc(C)c(C)cc1C)CC2
-4%	c1ccc(-c2[nH]ncc2-c2ccnc3ccccc23)nc1
-2%	CCCCCCC(=O)Cc1cc(OC)c(OC)cc1/C=C(/C(C)=O)C(=O)OC
0%	CC1=C[C@@H](O)CC(C)(C)[C@@H]1/C=C/C(C)=C/C=C/C(C)=C/C=C/C=C(C)/C=C/C=C(C)/C=C/C1=C(C)C[C@H](O)CC1(C)C
-5%	CC[C@@H](c1ccccc1)n1c(=O)n2n(c1=O)[C@H]1[C@H](O)[C@H]3O[C@@H]3/C(=N/OCC(C)C)[C@@H]1CC2
-3%	O=C(/C=C/c1ccccc1)OC1CC(O)C2(O)C=CO[C@@H](OC3OC(CO)C(O)C(O)C3O)C12 (stereo partly specified)
0%	COc1ccc(-c2nc3cnc(Nc4cccc(OC)c4)nc3n(C3CC3)c2=O)cc1
-5%	O=C1[C@H]2[C@H]3[C@H](O)[C@H](O)C/C(=N/OC[C@@H](O)COCc4ccco4)[C@@H]3CC[C@@H]2C(=O)N1Cc1ccc2c(c1)OCO2
-11%	Cc1nn(-c2ccc(F)cc2)c(C)c1CNC(=O)c1ccc(-n2cc(NC(=O)c3ccoc3)cn2)cc1
-3%	CCCCC/C=C\C[C@H](O)/C=C/C=C\C/C=C\CCCC(=O)O
0%	CC(NNC(=O)c1ccccc1)c1ccccc1 (stereo unspecified)
-2%	CCNc1ncc2nc(-c3ccccc3)c(=O)n(Cc3ccc(F)cc3)c2n1
-1%	COc1ccccc1CNc1nc(-c2ccc(C(=O)N(C)C)cc2)nc2ccccc12
-1%	Cn1cccc1C(=O)N1CCC2(CC1)CCN(c1ccccn1)CC2
-4%	CCN1CCN(C(=O)c2sc3ncnc(NCC4CCCO4)c3c2C)CC1 (stereo unspecified)
-2%	COc1ccc(CNc2ncnc3ccc(-c4ccccc4CN(C)C)cc23)c(OC)c1
?	O=C(c1csnn1)N1CCC2(CCCN(C(c3ccccc3)c3ccccc3)C2)CC1
0%	COC(=O)N1CCC2(CC1)CN(c1cccc(-c3ccccc3)c1)C2
7%	COc1ccc(-c2cc(=O)c3ccccc3o2)cc1OC
-2%	CC(=O)Oc1ccc2c(c1)CCC1C2CC[C@@]2(C)C1CC(OC(C)=O)C2OC(C)=O (stereo partly specified)
4%	Cc1noc(C)c1-c1nccc(NCCN2CCOCC2)n1
-5%&-5%	OC[C@H]1O[C@@H](n2cnc3cncnc32)[C@H](O)[C@@H]1O
-5%	Cc1c(C(=O)NC2CCCC2)sc2ncnc(NCCN(C)C)c12
-2%	CCCCCCCCCCCCCCCC(=O)NC(C)C
-3%	O=C(c1cccc(F)c1)N1CCC[C@@]2(CCN(Cc3nccs3)C2)C1
-3%	CC1CCC2C(=O)N3C(CCC(C)[C@H]3c3cccc(N4CCCC4=O)c3)C(=O)N2C1c1cccc(N2CCCC2=O)c1 (stereo partly specified)
-5%	CCOC(=O)[C@H](CCc1ccccc1)N[C@H]1CCCN2CCC[C@@H](C(=O)O)N2C1=O
0%	COc1ccccc1CNc1ccnc(-c2cccc(C#N)c2)n1
-2%	C=C1CCC2C(CC2(C)C)C(=O)CCC1O (stereo unspecified)
-5%	COCCn1c(=O)c(-c2cn(C)c3ccccc23)nc2cnc(OCc3ccccc3)nc21
-3%	N[C@@H](C(=O)O)[C@@H](CC(=O)O)c1ccc(Cl)cc1
-4%&-3%&0%&-4%&-3%&-5%	CC1CCC2C(=O)OC(CN=[N+]=[N-])CN2C1c1ccc(Br)cc1 (stereo unspecified)
2%	O=C1C=CC2=C3c4cc(O)c(O)cc4C[C@]3(O)COC2=C1
0%	O=c1c(-c2ccccc2)nc2cncnc2n1Cc1ccccc1
-5%	CN(CC[C@@H](Oc1ccc(-c2ccccc2)cc1)c1ccc(F)cc1)CC(=O)O
-5%	O=C(O)[C@@H](O)[C@@H](O)[C@@H](O[C@H]1O[C@@H](CO)[C@@H](O)[C@@H](O)[C@@H]1O)[C@@H](O)CO
-1%	COc1ccc(-c2ccnc(-n3ncc(C(=O)NCc4ccon4)c3C3CC3)n2)cc1F
-3%&-4%	CCc1cc2c(nc1CC)CCN(CC/C(C)=N/O[C@@H](C)c1cn([C@H](CO)Cc3ccccc3)nn1)C2
-4%	CCN1C(=O)[C@H]2[C@H]3[C@H](O)[C@H](O)C/C(=N/OC[C@@H]4O[C@H](c5ccccc5)C=C[C@@H]4Oc4ccc(OC)cc4)[C@@H]3CC[C@@H]2C1=O
-3%	CC(C)[C@H](CO)Nc1nc(Nc2cccc(Cl)c2)c2ncn(C(C)C)c2n1
-6%	CC(=O)Oc1ccc2c(c1)CCC1C2CC[C@]2(C)C(OC(C)=O)CCC12 (stereo partly specified)
-8%	COc1cc(C(=O)O[C@H]2C/C(C)=C/CC/C(C)=C/[C@@H](O)C2C(C)C)ccc1O (stereo partly specified)
0%	COc1cc(=O)n2c(c1C(=O)NC(C)c1ccco1)CCN(Cc1ccnc3ccccc13)CC2 (stereo unspecified)
-4%	Cn1cc(C(=O)[C@@H]2CCc3[nH]cnc3C2)c2ccccc21
-3%	Cc1cnc(CNc2ncnc3ccc(-c4cccc(NS(C)(=O)=O)c4)cc23)cn1

Laid out differently: results already given
smiles: CCNc1ncc2nc(-c3ccccc3)c(=O)n(Cc3ccc(F)cc3)c2n1
  GRP78 ERSR act: -2%
smiles: COc1ccccc1CNc1nc(-c2ccc(C(=O)N(C)C)cc2)nc2ccccc12
  GRP78 ERSR act: -1%

Carrying on:
GRP78 ERSR act	molecule
-5%	N[C@@](C(=O)O)(c1ccc(P(=O)(O)O)cc1)C1CC1
-6%	Cc1oc(-c2cccc(NC(=O)C3CCCN(C)C3)c2)nc1CNC(=O)c1coc2c1C(=O)CCC2 (stereo unspecified)
7%	O=S(=O)(c1ccccc1)N1CCC2(CCN(c3ncccn3)CC2)CC1
-1%&-2%	Cc1ncc(C[n+]2csc(CCOP(=O)(O)OP(=O)(O)O)c2C)c(N)n1
-1%	O=C(Nc1ccccc1)N1CCCC2(CCN(C(=O)c3cc(C(F)(F)F)cc(C(F)(F)F)c3)CC2)C1
-11%	Oc1cc(-c2nc3ccccc3s2)cc2c1OCCN(Cc1cccn1-c1ccccn1)C2
1%	CN1CCN(c2ncc3nc(-c4cccc(C#N)c4)c(=O)n(CCC#N)c3n2)CC1
-5%	C[C@]12CC[C@@H]3c4ccc(O)cc4C[C@@H](CCCCCCCCCS(=O)CCCC(F)(F)C(F)(F)F)C3[C@@H]1CC[C@@H]2O (stereo partly specified)
-5%	COCCN1CCN(C(=O)c2cnn(-c3nccc(-c4ccco4)n3)c2C2CC2)CC1
13µM*	O=C(c1cccc(F)c1)N1CCC[C@@]2(CCN(C(c3ccccc3)c3ccccc3)C2)C1
-3%&0%&-1%	NC/C=C\C(=O)O
-3%	O=C(c1cc(C(F)(F)F)cc(C(F)(F)F)c1)N1CCC2(CCCN(c3ccccc3)C2)CC1
-1%	COC(=O)N1CCC2(CCCN(C(c3ccccc3)c3ccccc3)C2)CC1
-6%	CC(=O)[C@@]1(O)CC[C@H]2[C@H]3C[C@@H](C)C4=CC(=O)C=C[C@]4(C)[C@@]3(F)[C@@H](O)C[C@]21C
0%	Cc1cc([C@](C)(N)C(=O)O)ccc1P(=O)(O)O
1%	O=C(Cn1cc2ccccc2n1)N1CCOc2ccc(C(O)C3CCCCC3)cc2C1 (stereo unspecified)
-5%	COc1ccc(-c2nc3cnc(Oc4cccc(Cl)c4)nc3n(C3CC3)c2=O)cc1
-5%&-4%	C[C@@H]([C@H](O)c1ccc(O)cc1)N1CCC(Cc2ccccc2)CC1
-2%	FC(F)(F)c1ccccc1-c1nc(NC2CCNCC2)c2ccccc2n1
0%	COc1ccc(C(=O)c2ccccc2)c(O)c1O
-5%	CC(C)=CCc1c(O)cc(C)oc1=O
-3%	CC(=O)N[C@H]1CSSC[C@@H](C(=O)N2CCC[C@H]2C(=O)N2CCC[C@H]2C(=O)N[C@@H](CCCCN)C(=O)N[C@@H](CC(=O)O)C(N)=O)NC(=O)CNC(=O)[C@H](Cc2c[nH]c3ccccc23)NC(=O)[C@H](CCCNC(=N)N)NC(=O)[C@@H](Cc2ccc(Cl)c(Cl)c2)NC(=O)[C@H](Cc2cnc[nH]2)NC(=O)[C@H](CCC(=O)O)NC1=O
-4%	CCOC(=O)N/N=C1/C[C@@H](O)[C@@H](O)[C@@H]2[C@@H]3C(=O)N(Cc4ccc5c(c4)OCO5)C(=O)[C@H]3CC[C@H]12
-5%	Nc1ccccc1Oc1ccccc1

A section of the results above, as a working copy:
GRP78 ERSR act	molecule
1%	CN1CCN(c2ncc3nc(-c4cccc(C#N)c4)c(=O)n(CCC#N)c3n2)CC1
-5%	C[C@]12CC[C@@H]3c4ccc(O)cc4C[C@@H](CCCCCCCCCS(=O)CCCC(F)(F)C(F)(F)F)C3[C@@H]1CC[C@@H]2O (stereo partly specified)
-5%	COCCN1CCN(C(=O)c2cnn(-c3nccc(-c4ccco4)n3)c2C2CC2)CC1
13µM*	O=C(c1cccc(F)c1)N1CCC[C@@]2(CCN(C(c3ccccc3)c3ccccc3)C2)C1
-3%&0%&-1%	NC/C=C\C(=O)O
-3%	O=C(c1cc(C(F)(F)F)cc(C(F)(F)F)c1)N1CCC2(CCCN(c3ccccc3)C2)CC1
-1%	COC(=O)N1CCC2(CCCN(C(c3ccccc3)c3ccccc3)C2)CC1
-6%	CC(=O)[C@@]1(O)CC[C@H]2[C@H]3C[C@@H](C)C4=CC(=O)C=C[C@]4(C)[C@@]3(F)[C@@H](O)C[C@]21C
0%	Cc1cc([C@](C)(N)C(=O)O)ccc1P(=O)(O)O
1%	O=C(Cn1cc2ccccc2n1)N1CCOc2ccc(C(O)C3CCCCC3)cc2C1 (stereo unspecified)
-5%	COc1ccc(-c2nc3cnc(Oc4cccc(Cl)c4)nc3n(C3CC3)c2=O)cc1
-5%&-4%	C[C@@H]([C@H](O)c1ccc(O)cc1)N1CCC(Cc2ccccc2)CC1
-2%	FC(F)(F)c1ccccc1-c1nc(NC2CCNCC2)c2ccccc2n1
0%	COc1ccc(C(=O)c2ccccc2)c(O)c1O
-5%	CC(C)=CCc1c(O)cc(C)oc1=O

Remaining list, next part:
GRP78 ERSR act	molecule
-3%	CNc1ncnc2ccc(-c3ccccc3OC)cc12
-2%	O=c1c(-c2ccccc2)nc2cnc(N3CCOCC3)nc2n1Cc1ccc(F)cc1
-4%	COc1cccc2ccc(CN3CCC4(CC3)c3ccccc3[C@@H](NC(=O)c3ccccc3)[C@@H]4O)nc12
-4%	O=C(Nc1ccccc1)N1CCC2(CC1)CCN(C(=O)c1csnn1)CC2
-3%	COc1ccc(OC)c(CN2CCOc3ccc(CN4CCC(O)(c5cccnc5)CC4)cc3C2)c1
-3%	CO[C@H]1COC(=O)[C@@H](C)COC(=O)[C@H](C)NC(=O)C/C=C\[C@H]1C
-5%	Cc1noc(C)c1C(=O)N1CCC2(CCCN(C(=O)Nc3ccccc3)C2)CC1
-3%	C=C1CC[C@H](O)C/C1=C/C=C1\CCC[C@]2(C)[C@H]1CC[C@H]2[C@@H](C)/C=C\[C@@H](C)C(C)C
8%	O=C(Nc1cc(C(F)(F)F)ccc1O)Nc1cc(C(F)(F)F)ccc1O
-2%	COCCn1c(=O)c(-c2cccs2)nc2cnc(Nc3ccccc3)nc21
-3%	OC[C@@H]1[C@@H](c2ccc(F)cc2)C(c2ccc(F)cc2)=NN1c1ccccc1
-8%	CC1(C)CCC[C@@](C)([C@H]2CC[C@]3(C)[C@@H]2[C@H](O)C[C@@H]2[C@@]4(C)CC[C@H](O)C(C)(C)[C@@H]4CC[C@]23C)O1
-2%	COc1cc([C@@H]2c3cc4c(cc3[C@H](O)C3COC(=O)[C@@H]32)OCO4)cc(OC)c1OC (stereo partly specified)
-8%	COc1c2c(cc3occ(-c4ccc5c(c4)OCO5)c(=O)c13)OC(C)(C)C=C2
-4%	C#C[C@]1(O)CCC2C3CCC4=Cc5oncc5C[C@@]4(C)C3CC[C@@]21C (stereo partly specified)
-2%	COc1cccc(Nc2ncc3nc(-c4ccccc4)c(=O)n(C4CC4)c3n2)c1
-2%	N#Cc1cccc(-c2nc(NCc3cccnc3)c3ccccc3n2)c1
-2%	O=C(c1ccccc1C(F)(F)F)N1CCOc2c(cc(-c3nc4ccccc4s3)cc2OC2CCOC2)C1 (stereo unspecified)
-3%	CCCCCCC1=Cc2cc(OC)c(OC)cc2C(CC(=O)/C=C/OC)O1 (stereo unspecified)
-4%	CC(C)(C)N1C(=O)[C@H]2[C@H]3[C@H](O)[C@H](O)C/C(=N/NC(=O)OCc4ccccc4)[C@H]3CC[C@@H]2C1=O
-5%	C#C[C@]1(OC(C)=O)CCC2C3CCC4=CC(=O)CCC4C3CC[C@]21C (stereo partly specified)
-1%	Cn1cc(-c2nc3cnc(N4CCNCC4)nc3n(CCC#N)c2=O)c2ccccc21
-4%	N#CCCn1c(=O)c(-c2cccs2)nc2cnc(Oc3ccccc3)nc21
-3%	CCC1CN(CCNC(=O)c2cccc3nccnc23)Cc2cc(OC)ccc2O1 (stereo unspecified)
-4%&-5%	CC(=O)N[C@@H](C=O)[C@@H](O)[C@H](O)[C@H](O)CO
-4%	O=C(c1cnccn1)N1CCC2(CCCN(c3ncccn3)C2)CC1
-4%	CC(=O)Nc1ccc(C2C(C)CCC3C(=O)N4C(CCC(C)[C@@H]4c4ccc(NC(C)=O)cc4)C(=O)N32)cc1 (stereo partly specified)
-4%	COc1cc(=O)n2c(c1C(=O)NC(C)c1ccco1)CCN(C(=O)c1[nH]c(C)cc1C)CC2 (stereo unspecified)
-4%	CCCCCCCCCCCCC/C=C\[C@@H](O)[C@@H](N)CO

High-throughput results from PubChem.
